miR122 inh – miR-122 Renilla sensor signal increase in Huh7, primary screen, miR-122 inhibitor project, cell-based, single point, plate reader. activation (reporter increase), % at 12.5 µM. Huh7 miR-122 Renilla luciferase sensor, 48 h; neutral wells = 0, positive control = 100. 340,000 tested, 0.3% active. AID 602342, 2012;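 active = mean replicate activation score at least 90 and every replicate individually at or above 90; inconclusive = only one of the two criteria met; inactive = neither criterion met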;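 also: higher luciferase means less miR-122 activity so hits act as miR-122 inhibitors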
PglD DTNB – C. jejuni PglD acetyltransferase inhibitors, primary screen, biochemical, DTNB colorimetric, single point; purified PglD enzyme, DTNB colorimetric CoA detection; inhibition, % at 12.5 µM; 360,000 tested, 0.098% active; AID 602405, 2012; in the data active = inhibition above about 16%, passing the limit was not always enough; inconclusive = no clear call, values can overlap the other calls; also: strong numbers were not always called active
RAD52 inh – RAD52 DNA annealing inhibitors, primary screen, biochemical, FRET, single point, set 2; DNA repair protein RAD52 homolog (Homo sapiens), P43351; recombinant RAD52 DNA annealing, FRET fluorescence; inhibition, % at 18.7 µM; 360,000 tested, 0.46% active; AID 651710, 2012;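 active = every replicate showing at least 50% inhibition; inconclusive = mean inhibition at least 50% but not in every replicate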
Target sequence (P43351 whole entry, looked up): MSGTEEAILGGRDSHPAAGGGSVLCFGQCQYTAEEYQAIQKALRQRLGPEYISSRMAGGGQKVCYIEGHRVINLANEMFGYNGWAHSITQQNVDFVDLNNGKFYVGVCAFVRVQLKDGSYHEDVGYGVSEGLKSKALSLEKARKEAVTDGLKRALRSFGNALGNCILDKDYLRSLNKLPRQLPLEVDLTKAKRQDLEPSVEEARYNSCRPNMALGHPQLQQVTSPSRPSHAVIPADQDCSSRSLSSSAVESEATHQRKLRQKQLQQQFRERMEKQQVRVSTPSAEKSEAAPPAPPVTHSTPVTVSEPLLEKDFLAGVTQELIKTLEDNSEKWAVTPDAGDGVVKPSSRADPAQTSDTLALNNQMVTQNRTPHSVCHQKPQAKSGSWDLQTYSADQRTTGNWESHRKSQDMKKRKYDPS
RAD54 inh – inhibitors of human RAD54 branch migration, primary screen, biochemical, fluorescence, single point. inhibition, % at 10.4 µM. RAD54 Holliday junction branch migration, FAM/BHQ fluorescence. DNA repair and recombination protein RAD54-like (Homo sapiens), Q92698. 360,000 tested, 0.14% active;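 active = mean normalized replicate activity at least 40 and at least half of replicates scoring 40 or more; inconclusive = only one of the two criteria met; inactive = mean below 40 and under half of replicates reaching 40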;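 also: 0% = median of neutral control wells and 100% = median of positive control wells; inhibitors cause a drop in the FAM fluorescence signal; in these data hits start at about 50%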
Cneo AK release – Cryptococcus neoformans cell lysis inducers, primary screen, AK release luminescence, single concentration; lysis activity, % at 15 µM; 360,000 tested, 0.2% active; C. neoformans lysis, adenylate kinase release luminescence, 4 h; normalised: neutral wells 0, clomiphene wells 100; AID 651654, 2012;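 active = mean lysis activity across replicates of at least 80%, whatever share of replicates individually reach that level; inactive = mean lysis activity below 80%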
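Material – log-phase Cryptococcus neoformans yeast cells · Input – 5 × 10^6 yeast cells/mL · Medium – fresh YPD growth medium · Doses – single compound concentration per well · Timing – static 4 h at 37 °C with compound, 1 h detection · Detection – adenylate kinase release luminescence · Read-out – signal increase indicating cell lysis · Control set – Clomiphene as positive lysis control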
ERAP1 inh – human ERAP1 aminopeptidase inhibitors, primary screen, biochemical, single point, plate reader; Endoplasmic reticulum aminopeptidase 1 (Homo sapiens), Q9NZ08; recombinant ERAP1, Leu-AMC fluorescence, 60 min; inhibition, % at 10.7 µM; 340,000 tested, 0.15% active;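 active = mean replicate inhibition of at least 30%, or all replicates individually reaching that 30% level; inactive = mean below 30% and not every replicate reaching it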;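 also: 0% = neutral control wells and 100% = L-leucinethiol positive control wells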
E-selectin induc – E-selectin induction in HUVECs, primary screen, imaging, HUVEC, immunofluorescence imaging, single point; P16581; normalized: neutral wells 0, TNF-alpha wells 100; activation, % at 7.58 µM; 260,000 tested, 0.37% active;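 active = mean E-selectin-positive cell signal at least 10% of the positive control, reached in at least 60% of replicates, without over 20% cell loss; inconclusive = no rule given, readout overlaps actives, possibly toxicity-flagged; inactive = the rest, including those meeting only one limit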;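 also: in these data hits start at about 27%; measured in HUVEC primary endothelial cells; signal is the percent of cells scored E-selectin positive by PE staining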
Target sequence (P16581 whole entry, looked up): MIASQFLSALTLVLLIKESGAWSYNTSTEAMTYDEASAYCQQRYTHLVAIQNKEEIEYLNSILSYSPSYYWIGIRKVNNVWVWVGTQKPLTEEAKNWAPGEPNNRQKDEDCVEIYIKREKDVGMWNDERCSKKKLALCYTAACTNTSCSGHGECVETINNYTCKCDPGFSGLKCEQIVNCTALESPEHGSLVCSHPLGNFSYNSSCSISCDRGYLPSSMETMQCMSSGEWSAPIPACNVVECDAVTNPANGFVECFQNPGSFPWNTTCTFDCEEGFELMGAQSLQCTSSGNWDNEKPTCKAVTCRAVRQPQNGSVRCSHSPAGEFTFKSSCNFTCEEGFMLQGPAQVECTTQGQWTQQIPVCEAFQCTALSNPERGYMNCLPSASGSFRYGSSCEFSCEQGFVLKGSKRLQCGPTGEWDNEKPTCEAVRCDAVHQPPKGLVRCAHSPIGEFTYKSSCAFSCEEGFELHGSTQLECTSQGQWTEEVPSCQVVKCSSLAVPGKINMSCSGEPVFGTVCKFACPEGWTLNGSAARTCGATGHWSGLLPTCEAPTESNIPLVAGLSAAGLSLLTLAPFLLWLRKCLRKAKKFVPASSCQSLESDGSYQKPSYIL
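Material: HUVEC primary endothelial cells; Amount: 3,000 cells per well; Dosing: single concentration; Medium: EGM-2 growth medium on 0.1% gelatin-coated wells; Read-out basis: percent E-selectin-positive cells; Signal: immunofluorescence imaging; Control set: TNF-alpha, DMSO.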
PGC1a acetyl inh – inhibitors of PGC1a acetylation signal, primary screen, cell-based, U2OS, AlphaScreen, inhibitor mode; 350,000 tested, 0.17% active; AlphaScreen anti-acetyl-lysine; with virally co-expressed GCN5 acetyltransferase; AID 651687, 2012; inhibition, % at 15.6 µM;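 active = every replicate shows inhibition of at least 40%; inconclusive = mean inhibition at least 40% but some replicate below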;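 also: 0% = neutral control wells and 100% = positive control wells; some results beyond the cut were filed as inactive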
Active calls of the source: *; ? = inconclusive; · = no result given; & = joins results of further samples; [ ] = remark or other dose.

SMILES | miR122 inh | PglD DTNB | RAD52 inh | RAD54 inh | Cneo AK release | ERAP1 inh | E-selectin induc | PGC1a acetyl inh
COc1ccc(N2C(=NC(=O)C(C)Oc3ccccc3)SC3CS(=O)(=O)CC32)cc1 (stereo not given) | -5 | -1 | -7 | 11 | 0 | -2 | · | -5
Cc1cccc(N(C(=O)Cc2cccs2)C(C(=O)NC2CCCC2)c2ccsc2)c1 (stereo not given) | 11 | 5 | · | -7 | -1 | · | · | -2
COc1ccc(C(CC(=O)O)NC(=O)c2cccs2)cc1 (stereo not given) | -13 | 1 | · | -2 | -2 | · | · | ·
CC(=O)/C(=N/Nc1ccccc1Cl)Sc1nnc(C(O)c2ccccc2)n1-c1ccccc1 (stereo not given) | 6 | 1 | · | 3 | 0 | · | ? | -2
C[C@@H]1CCCCO[C@H](CN(C)CC2CCCCC2)[C@H](C)CN([C@@H](C)CO)C(=O)c2cc(NC(=O)Nc3ccc(F)cc3)ccc2O1 | -23[16.7 µM] | -1 | 15 | 3 | 4 | 0 | 0.6 | 26
O=C(C[C@@H]1C=C[C@H](NC(=O)Nc2cc(F)ccc2F)[C@H](CO)O1)NCCCN1CCOCC1 | 2[16.7 µM] | -6 | 3 | -1 | 10 | 2 | -0.5 | 2
COc1ccc2[nH]c(CN3CCN(CC=C(C)C)C(CCO)C3)c(C)c2c1 (stereo not given) | 0 | 0 | -6 | 10 | 2 | -5 | · | -1
CN1C[C@@H](O)COC[C@H]2O[C@@H](CC(=O)NC3CCC3)CC[C@@H]21 | 4[16.7 µM] | -1 | · | 8 | -1 | · | 0.1 | 6
O=S(=O)(O)c1ccc(N=NNc2ccc(Br)cc2)cc1 | 7 | -2 | -12 | -7 | -1 | 5 | · | 8
CO[C@@H]1CN(C)C(=O)c2ccc(NC(=O)Nc3c(C)noc3C)cc2OC[C@H](C)N(C)C[C@H]1C | 1[16.7 µM] | 3 | 1 | 1 | -2 | 0 | -0.1 | 1
Cc1noc(C)c1NC(=O)Nc1ccc2c(c1)C(=O)N(C)[C@@H]1CC[C@@H](CC(=O)NCc3ccc(Cl)cc3)O[C@@H]1CO2 | · | -3 | 7 | -2 | 35 | -3 | 0.0 | ·
CCC1CCCCN1C(=O)c1ccc(OC2CCN(C(=O)CCOC)CC2)cc1 (stereo not given) | -3 | -5 | -12 | 5 | 0 | 2 | · | 6
CCOC(=O)Cn1c(=O)oc2cc(S(=O)(=O)NCCCc3ccccc3)ccc21 | -5 | 3 | -6 | -7 | -1 | -3 | ? | -1
COc1cc(OC)cc(C(=O)NC(C(=O)NNC(=O)CN(C)S(=O)(=O)c2ccc(C)cc2)C(C)C)c1 (stereo not given) | -4 | -1 | -1 | 6 | -2 | -2 | · | -2
Cc1ccnc(NS(=O)(=O)c2cccs2)c1 | 0 | -1 | · | 2 | -1 | · | · | 5
CCCCN(C(=O)NCCCCCCNC(=O)N(CCCC)C1CCS(=O)(=O)C1)C1CCS(=O)(=O)C1 (stereo not given) | -5 | · | -10 | · | · | 2 | -0.1 | -10
C[C@H](CO)N1C[C@H](C)[C@@H](CN(C)C(=O)CC2CC2)Oc2cc(C#CC(C)(C)O)ccc2S1(=O)=O | 2[16.7 µM] | -1 | 2 | 1 | 1 | 3 | -0.3 | -22
O=C(C1=C[C@H](c2ccc3c(c2)OCO3)C[C@H](OCCCCO)O1)N1CCN(Cc2ccccc2)CC1 | -3 | -1&-8 | -4&-38 | 2&-2 | 9&4 | 1&6 | 1.0 | -6&-13
O=C(C1CCN(C2CCN(CC3CC=CCC3)CC2)CC1)N1CCOCC1 (stereo not given) | 10 | 0 | -17 | -1 | 2 | 4 | -0.2 | 38
COc1cccc(CNC(=O)N2CCN(c3ccccc3)CC2)c1 | 5 | 1 | -7 | -3 | 3 | 1 | -0.1 | 2
COc1ccc2c(CN3CCCC3)cc(=O)oc2c1 | 2 | -4 | -12 | 9 | 0 | 1 | 0.0 | -3
C[C@@H]1CN([C@H](C)CO)C(=O)c2cc(C#CC3(O)CCCC3)cnc2O[C@H]1CN(C)Cc1cncnc1 | -2[16.7 µM] | 0 | -5 | -1 | -1 | 2 | 0.2 | 18
N/C(=N\OC(=O)Oc1ccccc1)c1ccc(Cl)cc1 | -4 | -6 | · | 3 | -1 | · | · | 5
O=C(O)CC1(CC(=O)Nc2ccc(F)c(Cl)c2)CCCCC1 | 6 | 4 | -7 | 5 | 1 | -4 | 8.0 | 15
COC(=O)C(Cc1ccccc1)NS(=O)(=O)c1ccc(F)cc1Br (stereo not given) | -1 | 2 | -6 | 2 | -1 | 2 | -0.1 | 4
Additional structures follow.
SMILES | miR122 inh | PglD DTNB | RAD52 inh | RAD54 inh | Cneo AK release | ERAP1 inh | E-selectin induc | PGC1a acetyl inh
CC(CCn1cccn1)NC(=O)c1cc(COc2ccc(F)cc2Cl)on1 (stereo not given) | -3 | -9 | -13 | 4 | 0 | 5 | 1.3 | 11
Cc1ccccc1C(=O)Nc1nncs1 | -3 | -1 | · | -8 | 1 | · | · | 5
Cc1ccc(Oc2cnn(-c3ccccc3)c(=O)c2Br)cc1 | · | · | 2 | · | · | -2 | 1.2 | -17
O=C(/C=C/c1c(F)cccc1Cl)Nc1ccncc1 | -22 | 0 | · | 2 | -4 | · | · | -7
Cc1nn(Cc2ccc(Cl)c(Cl)c2)c(C)c1NC(=O)c1cc(C2CC2)on1 | -2 | -2 | -118 | -2 | 0 | 1 | 0.5 | 0
Cc1cccc(N2CCN(CCCNC(=O)c3ccc(NC(=O)C4=CSCCO4)cc3)CC2C)c1 (stereo not given) | -4 | 9 | 32 | -7 | -4 | -3 | 1.1 | -4
Cc1cccc(NC(=O)c2nc[nH]c2C(=O)N[C@@H](CC(C)C)C(=O)OC(C)(C)C)c1 | -2 | 5 | 18 | 1 | 0 | -3 | -0.1 | 0
COc1ccccc1OCc1ccc(C(=O)Nc2cc(OC)c(OC)c(OC)c2)o1 | -5 | 0 | -7 | 3 | 0 | 3 | · | -11
CO[C@@H]1CN(C)C(=O)c2cc(NS(=O)(=O)c3ccc(C)cc3)ccc2OC[C@@H](C)N(C)C[C@H]1C | -1[16.7 µM] | 0 | -4 | 0 | 1 | 3 | 0.3 | -17
CCOC(=O)c1cnn(-c2ccccc2)c1NC(=O)CN1CCCCC1 | 10 | · | -3 | · | · | 1 | 0.2 | 6
C[C@@H]1CN([C@H](C)CO)C(=O)c2cc(NC(=O)Cc3ccccc3)ccc2O[C@@H](C)CCCCO[C@@H]1CN(C)CC1CCCCC1 | 5[16.7 µM] | 2 | -5 | 3 | 3 | 0 | -0.5 | -6
CCC(C)N(C(=O)c1csnn1)C(C(=O)NCc1ccc(F)cc1)c1ccccc1 (stereo not given) | 3 | 3 | 3 | 4 | 1 | -1 | · | 7
COc1ccc2c3c([nH]c2c1)[C@@H](CO)N(Cc1nccs1)CC31CN(Cc2nccs2)C1 | · | · | -87 | · | · | 4 | 0.6 | 0
Cn1cncc1C#Cc1ccc2cc(CCO)oc(=O)c2c1 | · | -3 | -17 | 13 | -2 | · | 0.9 | ·
NC(=O)c1cccc(Nc2nc(C(N)CCc3ccccc3)cs2)n1 (stereo not given) | 1 | 0 | -26 | 9 | 1 | 6 | 0.4 | -10
C[C@H]1CN([C@@H](C)CO)S(=O)(=O)c2ccc(C#CCC3CCCC3)cc2O[C@H]1CN(C)C | 0[16.7 µM] | -4 | 17 | 5 | 4 | 6 | · | -18
CC(=O)C1=C(O)C(=O)N(c2ccc(Br)cc2)C1c1ccccc1[N+](=O)[O-] (stereo not given) | 7 | -4 | -13 | 2 | -7 | 0 | · | 8
COc1cccc(-c2ccc3c(c2)[C@H]2[C@H](CCN2S(=O)(=O)c2ccc(F)cc2)[C@@H](CO)N3C)c1 | 6[16.7 µM] | 5 | 1 | -1 | -5 | 0 | 0.6 | -32
COc1ccc(C(c2nnnn2CC2CCCO2)N2CCC(C(N)=O)CC2)cc1 (stereo not given) | 7 | -6 | · | -2 | 0 | · | · | -9
C/C(CC(=O)Nc1cc(Cl)ccc1Cl)=N\NC(=O)COc1cccc(C)c1 | · | 6 | 2 | 0 | -2 | -4 | · | ·
COc1ccc2nc(-n3c(O)c(C4=c5ccccc5=NC4=O)[nH]c3=S)sc2c1 | -5 | 1 | 7 | 2 | 5 | 1 | -0.1 | -1
COc1ccc(NC(=O)C2(c3ccc(NC(=O)c4ccc(OC)cc4)cc3)CCCC2)cc1 | 1 | -2 | · | 1 | 1 | · | · | ·
O=C(NC(c1ccccc1)c1ccc2ccccc2n1)C1CCN(Cc2ccc(Oc3ccccc3)cc2)CC1 (stereo not given) | -6 | 2 | -42 | -2 | 12 | 1 | 0.4 | -9
C[C@@H]1CCCCO[C@@H](CN(C)Cc2ccncc2)[C@@H](C)CN([C@H](C)CO)C(=O)c2cc(NS(=O)(=O)c3ccc(F)cc3)ccc2O1 | 2[16.7 µM] | 2 | -7 | -8 | -1 | 1 | 0.0 | 14
CC1CCCCN1C(=O)COC(=O)Cc1c[nH]c2ccccc12 (stereo not given) | -9 | 3 | -21 | -6 | 6 | 3 | -0.3 | -3

The closing 4 entries of the section before open the next one.
SMILES | miR122 inh | PglD DTNB | RAD52 inh | RAD54 inh | Cneo AK release | ERAP1 inh | E-selectin induc | PGC1a acetyl inh
COc1ccc(NC(=O)C2(c3ccc(NC(=O)c4ccc(OC)cc4)cc3)CCCC2)cc1 | 1 | -2 | · | 1 | 1 | · | · | ·
O=C(NC(c1ccccc1)c1ccc2ccccc2n1)C1CCN(Cc2ccc(Oc3ccccc3)cc2)CC1 (stereo not given) | -6 | 2 | -42 | -2 | 12 | 1 | 0.4 | -9
C[C@@H]1CCCCO[C@@H](CN(C)Cc2ccncc2)[C@@H](C)CN([C@H](C)CO)C(=O)c2cc(NS(=O)(=O)c3ccc(F)cc3)ccc2O1 | 2[16.7 µM] | 2 | -7 | -8 | -1 | 1 | 0.0 | 14
CC1CCCCN1C(=O)COC(=O)Cc1c[nH]c2ccccc12 (stereo not given) | -9 | 3 | -21 | -6 | 6 | 3 | -0.3 | -3
COC(=O)c1sccc1Oc1ccc(F)cc1[N+](=O)[O-] | -4 | 1 | · | 12 | -3 | · | · | -1
CCCN1C[C@H](C)[C@@H](OC)CN(C)C(=O)c2ccc(NC(=O)c3cccc(F)c3)cc2OC[C@H]1C | · | -1 | 3 | 1 | 1 | 10 | 0.1 | -12
CCCCn1c(SCC(=O)Nc2nccs2)nc2ccccc2c1=O | 18 | -3 | · | 6 | 6 | · | · | -9
CCc1cccc(NC(=O)CN(c2ccc(C)cc2)S(=O)(=O)c2c(C)noc2C)c1 | · | 3 | -12 | -10 | -9 | 1 | · | -2
CN1CCN(c2ccc([N+](=O)[O-])cc2NC(=O)c2cccs2)CC1 | -3 | -3 | 4 | 10 | 1 | 1 | -0.3 | ·
Cn1ncc(Br)c1C(=O)NCc1cccs1 | -5 | 0 | 1 | 12 | 0 | 0 | · | -1

High-throughput results as filed in PubChem.
